# ABHD5-PLIN5 inh: inhibitors of human ABHD5-perilipin-5 interaction; Q00G26+Q8WTS1; actives 0.78% (n = 360,000); Split G. princeps luciferase complementation, luminescence, 4 h; AID 602281; inhibition, % at 4 µM;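 active means inhibition above the mean inhibition across every tested compound plus 3 SD, cut at about 22% in these data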;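 further: 0% = DMSO only wells and the 100% control is not disclosed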
# NCOA1 inh: inhibits human SRC1 coactivator; Q15788; HEK293 GAL4-SRC1 luciferase reporter, luminescence; inhibition, % at 3.6 µM; actives 0.12% (n = 360,000); AID 588354;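 active means inhibition above the campaign mean plus 3 SD, with each screening campaign given its own cutoff, cut at about 60% in these data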;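 further: 0% = DMSO treated cells and 100% = gossypol at 36 µM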
# NR2F2 inh: NR2F2 (human) inhibition, primary screen; HEK293T NGFI-A luciferase reporter, luminescence; actives 0.7% (n = 370,000); inhibition, % at 8.6 µM; AID 686940;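 active means inhibition above a per-plate cutoff, mean inhibition of test wells between control levels plus 3 SD, cut at about 38% in these data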;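 further: cells cotransfected with COUP-TFII expression vector driving the NGFI-A reporter; 0% = median of COUP-TF2 test wells and 100% = reporter-only cells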
# LMP1 NFkB inh: inhibitors of Epstein-Barr LMP1-induced NF-kappaB reporter; LMP1-induced NF-kappaB luciferase reporter cells, luminescence; inhibition, % at 12.5 µM; actives 0.69% (n = 350,000); AID 504558; in the data active means inhibition above about 41%;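 further: 0% = neutral control wells and 100% = reference inhibitor control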
# MC4R antag cAMP: blocks human MC4R cAMP signaling. P32245. MC4R-expressing cells, MTII-stimulated cAMP, LANCE TR-FRET. inhibition, % at 6.5 µM. actives 0.48% (n = 360,000). AID 540295;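 active means inhibition above its plate's cutoff, the mean of tested wells on that plate plus 3 SD, cut at about 29% in these data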;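 further: 0% = Melanotan II alone and 100% = Melanotan II plus saturating MCL0020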
#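 material = U2OS cells stably expressing human melanocortin 4 receptor (MC4R) | also added = Melanotan II challenge | dosing = single nominal compound dose of 6.5 µM | detection = TR-FRET with Eu-cAMP and labeled anti-cAMP, 671 nm | replication = singlicate | timing = compound 30 min, challenge 1 h, detection 1 h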
# NOD2 RIPK2 PPI: NOD2-RIPK2 protein interaction inhibition; O43353; AID 624267; CHO BLA complementation NOD2-RIPK2, CCF4 ratio; actives 0.38% (n = 360,000); inhibition, % at 4.98 µM; in the data active means inhibition above about 21%;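 further: 0% = vehicle only and 100% = reference blocker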
# TLR9-MyD88 inh: blocks human TLR9 binding to MyD88 | Q9NR96+Q99836 | actives 0.21% (n = 340,000) | CHO BLA complementation TLR9-MyD88, CCF4 FRET ratio | inhibition, % at 4.98 µM;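 active means inhibition above the mean over all tested compounds plus 3 SD, cut at about 21% in these data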;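 further: 0% = DMSO only wells and 100% = clavulanate BLA inhibitor control wells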
# MC4R ag barr: activates human MC4R beta-arrestin recruitment | P32245 | activation, % at 8.9 µM | U2OS MC4R beta-arrestin complementation, luminescence; percent of melanotan II response, DMSO zero | actives 0.98% (n = 360,000) | AID 540308;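 active means activation above a per-plate cutoff, the mean activation of sample wells on that plate plus 3 SD, cut at about 8% in these data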
# SRC3 inh: inhibits human SRC3 coactivator. HEK293 GAL4-SRC3 luciferase reporter, luminescence. inhibition, % at 3.6 µM. actives 0.17% (n = 360,000). AID 588352;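 active means inhibition above a per-campaign cutoff, the mean of all compounds plus 3 SD, cut at about 60% in these data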;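 further: 0% = DMSO-treated cells and 100% = gossypol-treated cells at 36 µM; higher means less SRC3-driven luciferase light from the GAL4 reporter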
# SRC2 inh: inhibits human steroid receptor coactivator 2; Q15596; HEK293 GAL4-SRC2 luciferase reporter, luminescence; inhibition, % at 9 µM; actives 0.17% (n = 370,000); AID 651957;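 active means inhibition above the mean inhibition of all tested compounds plus 3 SD, set per campaign, cut at about 52% in these data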;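 further: 0% = DMSO treated cells and 100% = cells given Gossypol at 36 µM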
# Target sequence (Q15596 whole entry, looked up, the tested form may be a part): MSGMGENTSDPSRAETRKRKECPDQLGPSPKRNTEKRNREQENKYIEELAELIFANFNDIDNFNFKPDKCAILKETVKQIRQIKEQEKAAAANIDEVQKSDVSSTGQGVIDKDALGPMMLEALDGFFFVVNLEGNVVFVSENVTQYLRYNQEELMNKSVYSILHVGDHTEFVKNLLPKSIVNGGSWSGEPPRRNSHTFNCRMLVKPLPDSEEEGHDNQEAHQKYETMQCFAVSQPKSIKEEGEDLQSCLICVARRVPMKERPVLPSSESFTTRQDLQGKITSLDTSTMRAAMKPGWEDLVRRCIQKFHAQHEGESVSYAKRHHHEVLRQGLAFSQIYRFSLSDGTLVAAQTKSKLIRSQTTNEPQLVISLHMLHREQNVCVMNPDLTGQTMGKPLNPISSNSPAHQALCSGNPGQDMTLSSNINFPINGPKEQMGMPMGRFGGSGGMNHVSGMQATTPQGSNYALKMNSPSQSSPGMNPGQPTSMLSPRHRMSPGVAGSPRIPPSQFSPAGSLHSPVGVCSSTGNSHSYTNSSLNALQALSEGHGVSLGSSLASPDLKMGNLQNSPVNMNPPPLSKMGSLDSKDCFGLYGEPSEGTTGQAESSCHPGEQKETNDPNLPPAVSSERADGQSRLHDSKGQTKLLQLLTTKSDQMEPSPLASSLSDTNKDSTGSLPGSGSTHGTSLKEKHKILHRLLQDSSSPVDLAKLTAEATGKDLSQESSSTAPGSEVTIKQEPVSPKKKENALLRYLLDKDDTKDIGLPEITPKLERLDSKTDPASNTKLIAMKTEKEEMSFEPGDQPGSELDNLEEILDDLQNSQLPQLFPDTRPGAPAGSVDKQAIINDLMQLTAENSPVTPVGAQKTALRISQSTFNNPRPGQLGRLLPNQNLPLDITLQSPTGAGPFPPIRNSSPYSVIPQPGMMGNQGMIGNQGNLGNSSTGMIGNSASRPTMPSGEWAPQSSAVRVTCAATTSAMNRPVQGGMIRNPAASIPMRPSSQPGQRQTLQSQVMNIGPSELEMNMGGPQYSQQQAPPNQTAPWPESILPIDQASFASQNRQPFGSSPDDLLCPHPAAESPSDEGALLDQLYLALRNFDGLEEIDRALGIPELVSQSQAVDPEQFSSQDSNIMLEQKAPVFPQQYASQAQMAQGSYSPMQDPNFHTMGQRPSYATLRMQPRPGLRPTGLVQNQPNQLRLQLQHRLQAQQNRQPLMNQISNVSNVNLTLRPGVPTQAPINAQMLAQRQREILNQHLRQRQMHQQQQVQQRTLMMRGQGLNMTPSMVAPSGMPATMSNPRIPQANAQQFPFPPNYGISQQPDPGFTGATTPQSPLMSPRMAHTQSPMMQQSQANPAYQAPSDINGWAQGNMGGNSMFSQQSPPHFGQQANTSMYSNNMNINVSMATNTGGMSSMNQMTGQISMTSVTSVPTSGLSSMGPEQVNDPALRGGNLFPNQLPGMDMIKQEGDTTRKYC
# LRH-1 inv ag: NR5A2 inverse agonism in reporter assay. HEK293T StAR-luciferase reporter, LRH-1 transfected, 24 h. actives 0.13% (n = 360,000). O00482. AID 602396. inhibition, % at 3.6 µM;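 active means inhibition above the mean inhibition of all tested compounds plus 3 SD, cut at about 73% in these data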;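 further: 0% = DMSO wells and 100% = reporter-only cells lacking LRH-1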
# Numbers without * were called inactive; . = not tested or not shown. The list is partial; the hit share may differ from the screen's.
SMILES,ABHD5-PLIN5 inh,NCOA1 inh,NR2F2 inh,LMP1 NFkB inh,MC4R antag cAMP,NOD2 RIPK2 PPI,TLR9-MyD88 inh,MC4R ag barr,SRC3 inh,SRC2 inh,LRH-1 inv ag
O=C(C1CCN(S(=O)(=O)c2ccc(Cl)cc2)CC1)N1CCC1,52*,-12,1,-7,6,-9,1,-0.8,-5,8,-7
CCCCNC(=O)c1cc(-c2ccc3c(c2)OCO3)on1,2,-77,0,-40,11,-1,9,2.3,-69,-14,-33
Nn1cnnc1N/N=C/c1ccc(Cl)cc1Cl,-32,-21,26,13,-4,15,-4,-0.8,2,-8,17
COC(=O)c1c(C)[nH]c(C)c1C(C)=O,1,-4,-15,-3,12,-11,-13,-1.3,10,-4,2
COc1cccc(C(=O)COC(=O)C(C)N2C(=O)C3C4C=CC(C4)C3C2=O)c1 (stereo not given),-2,-30,1,1,1,-3,-3,-1.3,11,-29,15
NC(=O)c1ccc(CN2CCc3ccccc3C2)cc1,-3,-4,-15,-14,4,-6,1,-0.3,-3,3,-19
CCn1cc(CN2CCC(n3nccc3NC(=O)Cc3ccccc3)CC2)cn1,5,6,1,-2,3,-11,6,-1.6,3,-2,9
Cn1c(=O)[nH]c(=O)c2c1nc(NCCCO)n2Cc1ccc(F)cc1,1,8,-8,3,-5,-5,-5,-1.6,20,-9,12
CC(C)CCNCC1OCc2ccccc2CO1,2,-9,13,-3,3,-7,-5,0.2,2,12,15
COc1cccc(CNC(=O)CCCn2nc(C)c3c(C)n(-c4ccc(C)cc4)nc3c2=O)c1OC,15,14,6,0,13,-12,0,-1.4,-8,8,1
COc1ccc(CC(=O)OCC(=O)Nc2cccc(Cl)c2)cc1,6,10,-4,-4,7,-5,18,-0.4,-2,-21,1
CCN(CC(=O)Nc1ccccc1OC)C(=O)C1CC2C=CC1C2 (stereo not given),-1,-12,14,-9,-1,-1,-4,1.8,1,4,17
CCCNC(=O)C1(C)CCN(C(=O)C2(c3ccc(Cl)cc3)CCCC2)C1 (stereo not given),0,13,0,.,9,0,.,-2.5,-9,3,4
CN(C)c1ncnc2c1C(c1ccccc1)C(C)(C)O2 (stereo not given),7,10,7,8,11,-15,-5,-1.0,0,5,23
COc1ccc(S(=O)(=O)N2c3ccccc3OCC2C(C)(C)C)cc1 (stereo not given),-1,-7,4,-6,2,-9,-2,-2.3,21,3,-3
COC(=O)c1sc(NC(=O)c2cc3c(s2)CCCC3)nc1C,-9,-128,-25,-40,2,7,-2,0.8,-83,-40,-171
CC(C/C=N/NC(=O)COc1cc(Cl)ccc1Cl)c1ccccc1 (stereo not given),-2,4,9,-12,15,4,8,7.6,-12,-3,-11
COc1cc(/C=N/OCC(=O)NC2CCCCC2)ccc1OCc1ccccc1,5,-46,-11,-17,4,-5,1,0.2,-33,-28,-41
CC(Cc1n[nH]c(=S)n1N)c1ccccc1 (stereo not given),6,-17,2,5,1,-9,-9,-1.9,-7,-19,-6
O=C1CCNc2c(Cl)cccc21,10,-12,-4,-2,24,9,9,-0.7,6,-10,9
COc1cccc(CC(=O)N2CCC(CCC(=O)Nc3cccc(OC)c3)CC2)c1,-2,-74,-19,0,8,-7,-2,-1.6,4,-6,0
CN(CC(=O)NCCc1ccc(S(N)(=O)=O)cc1)c1ccccc1,-2,-22,12,-7,0,4,4,-0.6,16,-8,-1
Cc1ccc(S(=O)(=O)CCOC(=O)CNC(=O)OCc2ccccc2)cc1,-5,4,7,9,10,-6,2,-1.2,-14,7,16
C=C(C)CN(CC)C(=O)CC1C(=O)NCCN1Cc1c(F)cccc1Cl (stereo not given),3,6,11,-3,2,1,-4,1.5,11,3,2
CCOC(=O)C(C(=O)OCC)N(C#N)c1nc(C)cc(C)n1,2,-17,-2,-9,3,2,9,-1.1,0,-4,15
COc1ccc(CNC(=O)/C(C#N)=C/c2cccc(OC)c2OC)cc1,36*,-2,2,3,-6,12,-2,-1.4,-5,-32,3
O=C(CSc1nnc(-c2ccccc2)o1)NC(=O)Cc1ccccc1,-6,-89,3,2,1,-8,-4,-2.4,2,-21,-15
COc1ccc(C(=O)NC(=S)Nc2ccccc2N2CCOCC2)cc1[N+](=O)[O-],-6,1,-10,18,21,5,1,-1.6,23,-13,13
CCOC(=O)CSc1nc(C)cc(=O)[nH]1,-4,0,-12,-1,7,0,4,2.2,-27,-23,-4
Cc1c(F)cccc1NS(=O)(=O)c1ccccc1C#N,3,-9,-13,3,0,-3,-1,-1.7,22,14,-2
Cc1ccc(C)c(N(CC(=O)NCc2ccco2)C(=O)CNS(=O)(=O)c2ccc(F)cc2)c1,-1,0,-11,0,-4,-15,-9,0.0,9,-5,7
Cn1cnnc1SCC(=O)c1ccc2c(c1)NC(=O)CO2,-1,-11,8,-1,12,-4,2,-0.6,-6,-25,7
Cc1ccc(CSc2nnc3c(n2)OC2(Nc4ccccc4-3)C(=O)Nc3ccc(F)cc32)cc1 (stereo not given),-12,-7,-26,7,12,5,3,-0.9,5,-13,10
CCN(c1ccccc1)S(=O)(=O)c1ccc2ccccc2c1,-8,-7,-5,21,4,-4,1,0.8,-16,10,5
CCc1nn(CC(=O)NCCc2ccc(OC)cc2OC)c(=O)c2cc3occc3n12,10,-3,-8,6,-2,-6,-9,-1.9,-26,-1,11
CC1CCCCN1C(=O)C1CCCCN1S(=O)(=O)c1cccc([N+](=O)[O-])c1 (stereo not given),-1,-7,2,0,0,-13,1,-0.1,12,-25,-15
Cc1ccc(C)c(S(=O)(=O)N/N=C/c2ccc(N(C)C)cc2)c1,1,-21,-23,0,0,4,-11,-1.2,4,-11,-7
CS(=O)(=O)N(CC(=O)N/N=C/c1cc([N+](=O)[O-])ccc1Cl)c1ccccc1,-2,-6,8,-4,0,2,-2,-0.3,-20,-36,2
CNC(=S)N(C)c1ccccc1,0,-3,1,-15,19,-8,0,-0.7,-8,6,-28
N#CCC(=O)Nc1ccc(C(=O)OCC(=O)NNC(=O)c2cccs2)cc1,1,-1,7,-4,6,-7,-7,3.9,-17,-17,21
O=C(O)CCn1c(=O)[nH]c2ccccc2c1=O,2,-1,-4,-4,1,-6,11,-1.7,-13,-25,14
COCCC1CCCCN1C(=O)c1ccc(OC2CCN(C(C)=O)CC2)c(OC)c1 (stereo not given),-4,12,1,7,10,-3,-16,-2.0,-7,-36,-8
COc1ccccc1C1=CC(=O)C[C@H](c2ccc(Cl)cc2)C1,2,10,-1,-15,2,-8,5,-1.1,8,-4,-40
COc1ccc(OCCC(=O)OCc2c(C)noc2C)cc1,-4,-16,-5,2,5,-12,5,-1.1,-1,14,0

# Structural class: the entries above with a Cl atom
SMILES,ABHD5-PLIN5 inh,NCOA1 inh,NR2F2 inh,LMP1 NFkB inh,MC4R antag cAMP,NOD2 RIPK2 PPI,TLR9-MyD88 inh,MC4R ag barr,SRC3 inh,SRC2 inh,LRH-1 inv ag
O=C(C1CCN(S(=O)(=O)c2ccc(Cl)cc2)CC1)N1CCC1,52*,-12,1,-7,6,-9,1,-0.8,-5,8,-7
Nn1cnnc1N/N=C/c1ccc(Cl)cc1Cl,-32,-21,26,13,-4,15,-4,-0.8,2,-8,17
COc1ccc(CC(=O)OCC(=O)Nc2cccc(Cl)c2)cc1,6,10,-4,-4,7,-5,18,-0.4,-2,-21,1
CCCNC(=O)C1(C)CCN(C(=O)C2(c3ccc(Cl)cc3)CCCC2)C1 (stereo not given),0,13,0,.,9,0,.,-2.5,-9,3,4
CC(C/C=N/NC(=O)COc1cc(Cl)ccc1Cl)c1ccccc1 (stereo not given),-2,4,9,-12,15,4,8,7.6,-12,-3,-11
O=C1CCNc2c(Cl)cccc21,10,-12,-4,-2,24,9,9,-0.7,6,-10,9
C=C(C)CN(CC)C(=O)CC1C(=O)NCCN1Cc1c(F)cccc1Cl (stereo not given),3,6,11,-3,2,1,-4,1.5,11,3,2
CS(=O)(=O)N(CC(=O)N/N=C/c1cc([N+](=O)[O-])ccc1Cl)c1ccccc1,-2,-6,8,-4,0,2,-2,-0.3,-20,-36,2
COc1ccccc1C1=CC(=O)C[C@H](c2ccc(Cl)cc2)C1,2,10,-1,-15,2,-8,5,-1.1,8,-4,-40

# From PubChem BioAssay
